CHO-K1 Ca antag – counter-screen for M1 antagonists: effect in parental CHO-K1 cells | ATP-induced calcium, Fluo-8 fluorescence | inhibition, % at 3 µM | 360,000 tested, 0.6% active | AID 602250;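 active = inhibition above a per-plate cutoff, the plate's mean sample inhibition plus 3 SD, cut at about 24% in these data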;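 note: 0% = DMSO plus EC80 ATP and 100% = DMSO alone without ATP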
M1 ag parental – counter-screen for M1 agonists: effect in parental CHO-K1 cells | Fluo-8 calcium fluorescence; scaled to maximal ATP response, vehicle zero | activation, % at 3 µM | 360,000 tested, 0.48% active | AID 602248; in the data active = activation above about 15%;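 note: untransfected CHO-K1 host cells lacking M1 receptor as counterscreen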
TAAR1 antag – antagonists of human TAAR1; Q96RJ0; CHO RD-HGA16 TAAR1, Fluo-8 calcium fluorescence, antagonist; inhibition, % at 3 µM; 360,000 tested, 1.5% active; AID 624466;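 active = inhibition above a per-plate cutoff, the mean inhibition of test compounds on that plate plus 3 SD, cut at about 49% in these data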;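 note: 0% = DMSO plus EC80 beta-PEA response and 100% = DMSO alone without agonist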
Target sequence (Q96RJ0 whole entry, looked up): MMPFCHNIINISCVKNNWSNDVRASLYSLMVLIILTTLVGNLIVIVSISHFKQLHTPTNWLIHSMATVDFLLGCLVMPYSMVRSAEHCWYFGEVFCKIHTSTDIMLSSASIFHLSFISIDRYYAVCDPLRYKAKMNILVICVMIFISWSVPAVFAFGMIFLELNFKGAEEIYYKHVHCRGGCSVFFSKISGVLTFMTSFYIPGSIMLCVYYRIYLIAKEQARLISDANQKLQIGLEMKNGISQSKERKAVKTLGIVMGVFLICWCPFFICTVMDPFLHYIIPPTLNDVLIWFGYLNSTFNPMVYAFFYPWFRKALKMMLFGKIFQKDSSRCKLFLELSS
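Material: CHO RD-HGA16 cells bearing hTAAR1; compound dosing: one-point dosing, 3 µM nominal final; schedule: dye loading 75 min at 37 °C, then 30 min room temperature; measured by: calcium fluorescence with Fluo-8; control set: vehicle and agonist controls; replication: n of 1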
OXTR agonist – human OXTR agonism; P30559; CHO-OTR cells, Fluo-8 calcium fluorescence; normalized: DMSO 0%, oxytocin 100%; activation, % at 3 µM; 320,000 tested, 0.32% active; AID 2435;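 active = activation above the mean of all tested compounds plus 3 SD, cutoff set per screening run, cut at about 20% in these data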;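 note: peak over basal fluorescence ratio from a 100 s FLIPR kinetic read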
CHO parental Ca – signal in parental CHO cells, OX1R antagonist counter-screen; parental CHO-K1, ATP-induced calcium, Fluo-8 fluorescence; AID 463079; inhibition, % at 5.6 µM; 330,000 tested, 0.63% active;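 active = inhibition above that plate's mean sample inhibition plus 3 SD, cut at about 26% in these data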;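 note: 0% = ATP-challenged DMSO wells and 100% = DMSO wells without ATP; some compounds past the cut are filed as inactive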
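Test system: untransfected parental CHO cell line. Compound: one dose, 5.6 µM nominal. Detection: intracellular calcium via Fluo-8 no-wash fluorescent dye. Measure: % inhibition. Benchmarks: ATP-challenged DMSO wells low, unchallenged DMSO wells high.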
V1R ag counter – counter-screen for oxytocin receptor agonists: human V1a receptor agonists | 320,000 tested, 0.25% active | CHO-V1R cells, Fluo-8 calcium fluorescence, agonist mode; 0% DMSO, 100% 3 nM vasopressin | activation, % at 3 µM;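 active = activation above the mean activation of all tested compounds plus 3 SD, per screening run, cut at about 20% in these data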;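 note: signal is peak over basal fluorescence ratio across a 100 second FLIPR read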
Target sequence (P37288 whole entry, looked up): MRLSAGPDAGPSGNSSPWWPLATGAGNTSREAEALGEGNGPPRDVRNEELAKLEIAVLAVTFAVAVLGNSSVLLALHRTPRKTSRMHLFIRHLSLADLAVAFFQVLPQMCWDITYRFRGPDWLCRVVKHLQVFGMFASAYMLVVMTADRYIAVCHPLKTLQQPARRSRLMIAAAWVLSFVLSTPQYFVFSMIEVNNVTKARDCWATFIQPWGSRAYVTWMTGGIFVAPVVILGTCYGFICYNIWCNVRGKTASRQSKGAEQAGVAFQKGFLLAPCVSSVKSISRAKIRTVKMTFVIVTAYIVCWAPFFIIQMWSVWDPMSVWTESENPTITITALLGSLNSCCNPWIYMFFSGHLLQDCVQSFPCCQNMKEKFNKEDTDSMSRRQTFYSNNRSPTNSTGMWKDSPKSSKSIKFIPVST
GPR7 antag – blocks human GPR7 receptor signaling; GPR7-expressing cells, fluorescence antagonist assay; P48145; inhibition, % at 4.4 µM; AID 1861; 290,000 tested, 1.1% active; in the data active = inhibition above about 16%, passing the limit was not always enough;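 note: cells stimulated with the agonist NPW; 0% = agonist with vehicle and 100% = vehicle without agonist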
OXTR potentiator – human OXTR potentiation; CHO-OTR cells, Fluo-8 calcium fluorescence, potentiator mode; 0% = oxytocin EC15, 100% = EC100; activation, % at 3 µM; 320,000 tested, 0.061% active;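 active = activation above that plate's cutoff, the mean activation of tested compounds plus 3 SD, cut at about 6.6% in these data, passing the limit was not always enough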;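 note: 100% uses oxytocin at 75 nM as the full agonist control; some results filed as inactive read as strong as hits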
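assay system = CHO-OTR cells, human receptor | schedule = compound 6 min at room temperature before oxytocin, 100 s read | detection = Fluo-8 intracellular calcium fluorescence, ex 470-495, em 515-575 nm | evaluation = normalized max/min fluorescence ratio, % activation | control set = EC15 oxytocin alone as 0%, 75 nM oxytocin (EC100) as 100%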
CHO-K1 Ca PAM – nonselective activator or artifact in parental CHO-K1 calcium assay | ATP EC20, Fluo-8 calcium fluorescence; 0% at ATP EC20, 100% at ATP max | activation, % at 3 µM | 360,000 tested, 0.02% active;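 active = activation above the run cutoff, the mean activation of all test compounds plus 3 SD, cut at about 40% in these data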;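 note: peak over basal fluorescence ratio in a 140 s read after ATP addition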
Starred values were filed as active, the others as inactive; · = no result given.

SMILES | CHO-K1 Ca antag | M1 ag parental | TAAR1 antag | OXTR agonist | CHO parental Ca | V1R ag counter | GPR7 antag | OXTR potentiator | CHO-K1 Ca PAM
O=C1CCN(S(=O)(=O)c2ccccc2)CCN1CCOCc1ccc(F)cc1 | -10 | 0.7 | -5 | 0.9 | -9 | 1.3 | · | -8 | 2
CC(Sc1nncs1)C(=O)Nc1ccc2c(c1)OCCO2 (stereo unspecified) | 25* | -0.3 | -2 | -0.3 | -1 | -0.2 | · | 3 | 9
COc1cccc(Cn2nnc(C(=O)Nc3cc(Cl)ccc3OC)c2N)c1 | 2 | 1.0 | 2 | 1.3 | 30* | 2.7 | 5 | -6 | 12
CC(C)c1nc(SCC(=O)N2c3ccccc3CC2C)c2ccccc2n1 (stereo unspecified) | -17 | 0.4 | 14 | -2.2 | -20 | -2.5 | -5 | -2 | -8
Cc1ccc(S(=O)(=O)N2[C@@H](c3ccc(Br)cc3)C(C(=O)O)=CC[C@H]2c2cccc(C)c2)cc1 | -12 | 0.1 | -9 | -0.4 | 1 | -0.2 | · | -1 | 6
CN(C1CCCCC1)S(=O)(=O)c1ccc(S(=O)(=O)N2CCCC2)cc1 | -15 | 4.6 | 15 | 2.1 | -17 | 2.3 | 2 | -8 | 1
COc1ccccc1N1CCN(C2CCCN(C(=O)CN3CCCCC3=O)C2)CC1 (stereo unspecified) | -8 | 0.8 | -15 | 0.9 | -7 | 0.3 | -6 | -10 | 21
CCc1cc(C(=O)NCC(c2ccco2)N2CCCCC2)sc1C (stereo unspecified) | 1 | -0.6 | -9 | 6.9 | -27 | -0.9 | · | -6 | -16
CCOc1ccc(-c2noc(CCC(=O)NC3CCCC3)n2)cc1OC | -2 | 0.4 | 3 | -0.3 | -19 | 0.8 | -4 | 2 | 8
CCCCN1C(=O)C(O)=C(C(C)=O)C1c1ccccc1[N+](=O)[O-] (stereo unspecified) | 6 | 0.7 | 17 | 0.3 | -4 | -0.2 | -10 | -5 | 13
Cc1cc(C)cc(N(CCC#N)C(=O)COC(=O)c2ccc(OCc3c(C)noc3C)cc2)c1 | 9 | 2.0 | 8 | 1.8 | -13 | 0.7 | · | -9 | -16
COc1ccccc1N1C(=O)C2C3CC(c4ccccc4)C(C3)C2C1=O (stereo unspecified) | -11 | 4.6 | 15 | -0.9 | -19 | -0.4 | -9 | 3 | 26
CCCCc1ccc(S(=O)(=O)NC(=O)C2(C)CCN2C(=O)c2ccccc2)cc1 (stereo unspecified) | -1 | 1.2 | -19 | · | · | · | · | · | 15
CN(CC(=O)Nc1cccnc1Cl)S(=O)(=O)c1ccc(Cl)cc1 | -4 | 2.0 | 8 | -1.4 | -3 | 8.9 | -20 | -5 | -8
COc1cccc(C(NC(=O)C2CCN(CCCOc3ccccc3)CC2)c2ccccn2)c1 (stereo unspecified) | -1 | 3.4 | 2 | · | · | · | · | · | 11
Cc1ccccc1OCC(=O)NNC(=O)c1cc(S(=O)(=O)N(C)C)ccc1N1CCCC1 | 4 | 0.9 | -6 | -0.9 | -9 | -1.0 | -14 | -4 | -2
COc1cccc(C(C)NC(=O)c2ccncc2)c1 (stereo unspecified) | 0 | 0.0 | -10 | -0.1 | -6 | 0.9 | -6 | -16 | -5
COc1cc(OC)cc(/C(N)=N/O)c1 | -1 | 0.1 | -14 | 0.5 | -8 | 0.5 | -6 | -2 | 5
CCOc1ccc(NC(=O)Cn2c(=O)oc3ccccc32)cc1 | 4 | 0.1 | 4 | -0.2 | -15 | -0.2 | 3 | -5 | -4
CC1CC(=O)N(CC(=O)Nc2ccc(Br)cc2)c2ccccc2S1(=O)=O (stereo unspecified) | -18 | 2.7 | 2 | 3.1 | -25 | 2.2 | 15 | -9 | 13
Cc1ccc(NC(=O)C2CC(=O)N(C(C)C)C2)cc1Cl (stereo unspecified) | -7 | 0.6 | -31 | 1.4 | -9 | 0.5 | 12 | -8 | 4
Nc1nc(NC(=O)CCCC(=O)O)nn1-c1ccccc1 | -10 | 0.5 | -9 | 0.5 | -12 | -0.5 | -9 | -5 | 11
CCN(CC)c1ccc(NC(=O)c2ccccc2)cc1S(=O)(=O)Nc1ccccc1OC | 8 | 0.2 | -9 | -2.4 | -11 | 0.6 | -12 | -10 | -2
O=C(Nc1ccc(C(=O)N2CCOCC2)cc1)c1ccccc1Cl | 1 | 0.2 | -10 | · | · | · | · | · | 6
COc1ccccc1-c1nc(C#N)c(N2CCC(Cc3ccccc3)CC2)o1 | -5 | 0.0 | 3 | -1.2 | -1 | 0.1 | -6 | -15 | 16
The list goes on:
SMILES | CHO-K1 Ca antag | M1 ag parental | TAAR1 antag | OXTR agonist | CHO parental Ca | V1R ag counter | GPR7 antag | OXTR potentiator | CHO-K1 Ca PAM
CCOCCCN(C(=O)c1snc(C(N)=O)c1N)C(C(=O)NC1CCCC1)c1ccc(O)cc1 (stereo unspecified) | -22 | 0.7 | 4 | 0.1 | -13 | 1.1 | -9 | 0 | 17
O=C(COc1ccc(Cl)cc1)N1CCN(c2ncccn2)CC1 | 2 | 0.2 | -16 | 0.8 | 12 | -0.2 | 15 | -11 | -4
CCOC(=O)Cc1cc(OC)c(OC)cc1Cc1cc(OC)c(OC)cc1CC(=O)OCC | 1 | 0.2 | -7 | -0.1 | -16 | 0.2 | -3 | -3 | -6
O=C1Nc2ccccc2N=C(c2ccc3c(c2)OCO3)C1N(C(=O)c1ccc2ccccc2c1)C1CC1 (stereo unspecified) | -19 | 3.0 | 6 | · | · | · | · | · | 6
Cc1csc(SCc2c(C(=O)O)oc3ccccc23)n1 | 4 | -0.4 | -10 | 0.4 | 7 | 5.2 | -10 | -4 | 9
CC[C@@H]1C(c2cccc(Cl)c2)=NN(c2ccc(Br)cc2)[C@H]1C(=O)N1CCOC1=O | -15 | 0.1 | · | · | -9 | · | · | · | 7
O=C(c1ncn(Cc2ccccc2)c1C(=O)N1CCN(c2ccccc2)CC1)N1CCN(c2ccccc2)CC1 | -27 | 1.3 | 13 | 0.5 | -22 | 1.5 | · | -8 | 9
CC1CCCCN1C(=O)CSc1nnc(-c2ccc(Cl)s2)o1 (stereo unspecified) | 13 | 0.5 | -13 | 0.1 | -16 | 1.9 | -11 | -8 | -8
CCCCNC(=O)c1ccccc1C(=O)NC1(C(=O)NCCCC)CCCC1 | -11 | 0.1 | -14 | · | · | · | · | · | -9
Cc1nc2cc(C(=O)NCCN3CCOCC3)ccc2n1-c1ccc(F)cc1F | -16 | 0.8 | 4 | 1.1 | -13 | 1.1 | -4 | -3 | 22
O=C(NCCc1cccs1)C12CN(Cc3ccccc3)CC1C(c1cccc([N+](=O)[O-])c1)=NO2 (stereo unspecified) | 3 | -0.3 | 0 | -1.4 | -6 | -0.5 | 1 | -5 | 4
c1ccc(CCn2nnnc2CN2CCN(C3CCCC3)CC2)cc1 | -14 | 0.7 | -9 | 0.9 | -20 | 1.9 | 11 | -4 | 17
O=C1NC(=O)[C@@H]2C3c4ccccc4C=CN3[C@H](C(=O)c3cccs3)[C@H]12 (stereo partly specified) | · | · | · | 1.4 | -11 | 0.7 | -9 | -9 | ·
CN(C)/C=C(\C#N)S(=O)(=O)c1ccccc1 | -14 | -0.5 | -9 | -0.2 | 9 | -0.5 | -6 | -14 | 18
CC(C)C[C@H](NC(=O)C1CC(=O)N(c2ccc3c(c2)OCCO3)C1)C(=O)N1CCCCC1 (stereo partly specified) | -9 | 0.8 | -20 | -0.6 | -12 | 1.4 | 10 | 2 | -5
CC(C)C[C@H](NC(=O)N1CCn2c1nc1ccccc12)C(=O)NC1CC1 | 2 | 0.2 | -30 | -0.3 | 1 | 1.4 | -6 | -5 | 3
O=C(N/N=C/c1cccc([N+](=O)[O-])c1O)c1cccs1 | -7 | -0.4 | -11 | -1.7 | 0 | -1.1 | 12 | -10 | 2
CCOC(=O)Cn1nc(C)n(-c2ccc(C(C)(C)C)cc2)c1=O | 10 | -0.3 | 14 | -0.6 | -10 | 0.6 | -8 | -2 | -5
COc1ccc(-c2ccc(C(=O)Nc3cccc(C(C)=O)c3)c3occc23)c(C)c1 | 12 | 2.9 | 40 | · | · | · | · | · | -1
COc1ccccc1CNC(=O)c1ccccc1N(C)S(C)(=O)=O | -8 | 5.1 | -23 | -0.7 | -1 | -0.4 | -14 | -7 | 25
Cc1cc(C(C)(C)C)cc(C)c1COC(=O)C1CCC(=O)N1 (stereo unspecified) | -2 | 2.0 | -10 | 0.6 | 12 | 1.1 | -8 | -16 | 12
COc1ccccc1C(=O)NC(=S)Nc1ccc(N2CCOCC2)cc1 | 3 | 0.4 | 2 | · | · | · | · | · | 4
CC(C)C(=O)C1=Cc2cccc([N+](=O)[O-])c2OC1N1CCOCC1 (stereo unspecified) | -10 | -0.3 | 13 | 0.0 | 3 | -0.1 | · | -6 | -11
CCOC(=O)c1cccc(C2=CC(=O)C[C@H](c3ccc(OC)c(OC)c3)C2)c1 | -18 | 7.2 | 48 | 1.5 | -2 | 3.1 | · | -7 | 4
COc1ccc(CC(=O)N/N=C/C=C/c2ccc3c(c2)OCO3)cc1OC | -2 | 0.3 | -31 | 0.0 | -13 | 1.1 | 8 | -9 | 8
COc1cc(C(c2sc3nc(C)nn3c2O)N2CCC3(CC2)OCCO3)cc(OC)c1OC (stereo unspecified) | -8 | 0.1 | 19 | -0.4 | -4 | -0.1 | -2 | 9 | 23
CCOC(=O)c1ccc(Nc2ncnc3ccccc23)cc1 | 1 | 1.2 | -24 | -0.5 | -9 | 1.0 | -9 | -1 | 2
C=C(C)C1CC=C(C)/C(=N/NC(=O)COc2cccc3ccccc23)C1 (stereo unspecified) | -7 | 2.6 | -6 | -0.1 | -20 | -0.8 | -8 | -2 | 11
COc1cccc(-c2noc(C3CCCN(C(=O)c4cccc(F)c4)C3)n2)c1 (stereo unspecified) | -9 | 3.1 | 14 | · | · | · | -16 | · | 14

An unsorted share of the library; about 3.5% have a hit in one of these screens.
